Cneo AK release = Cryptococcus neoformans lysis via adenylate kinase release; lysis activity, % at 15 µM; C. neoformans lysis, adenylate kinase release luminescence, 4 h; normalised: neutral wells 0, clomiphene wells 100; actives 0.2% (n = 360,000);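 active = mean lysis activity across replicates of at least 80%, whatever share of replicates individually reach that level; inactive = mean lysis activity below 80%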
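Assay system: log-phase C. neoformans yeast / Quantity: yeast cell density of 5 × 10^6 cells/mL / Medium: fresh YPD growth medium / Compound: single dose / Timing: static 4 h at 37 °C with compound, 1 h detection / Measured by: adenylate kinase release luminescence / Read-out: lysis from increased AK signal / Benchmarks: Clomiphene as positive lysis control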
SIRT5 inh = sirtuin-5 (human) deacylase inhibition; Q9NXA8; Purified SirT5, succinyl-peptide AMC, trypsin-coupled fluorescence; inhibition, % at 15 µM; actives 1.1% (n = 330,000); AID 652115; in the data active = inhibition above about 15%; inconclusive = no clear call, values can overlap the other calls
Target sequence (Q9NXA8 whole entry, looked up): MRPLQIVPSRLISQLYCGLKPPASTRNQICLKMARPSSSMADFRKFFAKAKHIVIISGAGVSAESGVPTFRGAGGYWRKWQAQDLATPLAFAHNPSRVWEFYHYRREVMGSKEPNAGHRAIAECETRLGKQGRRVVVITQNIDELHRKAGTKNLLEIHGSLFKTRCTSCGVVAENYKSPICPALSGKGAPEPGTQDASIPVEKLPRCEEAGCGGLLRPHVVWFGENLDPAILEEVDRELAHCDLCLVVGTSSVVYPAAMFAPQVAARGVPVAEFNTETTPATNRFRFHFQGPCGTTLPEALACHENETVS
PGC1a acetyl inh = modulators of PGC1a acetylation; inhibition, % at 15.6 µM; actives 0.17% (n = 350,000); U2OS PGC1a acetylation, AlphaScreen anti-acetyl-lysine; with virally co-expressed GCN5 acetyltransferase;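 active = every replicate shows inhibition of at least 40%; inconclusive = mean inhibition at least 40% but some replicate below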;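 note: 0% = neutral control wells and 100% = positive control wells; some results beyond the cut were filed as inactive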
Statin myotox sup = protects C2C12 myotubes from simvastatin toxicity; actives 0.78% (n = 330,000); ATP luminescence, 48 h; scaled: DMSO 0, geranylgeraniol control 100; rescue of ATP level, % at 7.49 µM;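 active = mean ATP rescue above about 67%, or every replicate alone reaching that limit, limit read from the data, passing the limit was not always enough; inconclusive = no clear call, values can overlap the other calls; inactive = mean under the limit and some replicate under it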;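 note: myotubes were challenged with 10 µM simvastatin during compound exposure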
ERAP1 HTS inh = blocks human ERAP1 aminopeptidase activity | AID 652197 | recombinant ERAP1, Leu-AMC fluorescence, 60 min | inhibition, % at 10.7 µM | actives 0.15% (n = 340,000);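 active = mean replicate inhibition of at least 30%, or all replicates individually reaching that 30% level; inactive = mean below 30% and not every replicate reaching it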;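 note: 0% = neutral control wells and 100% = L-leucinethiol positive control wells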
S100A4 inh HTS = inhibitors of human S100A4 binding to myosin IIA peptide. P26447. actives 0.14% (n = 360,000). S100A4/TAMRA-MyoIIA peptide fluorescence polarization. AID 652163. inhibition, % at 10.7 µM;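 active = mean inhibition of at least 70% across replicates, with every replicate also reaching that level; inconclusive = mean inhibition reaches 70% but some replicates fall short; inactive = mean inhibition below 70%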
Target sequence (P26447 whole entry, looked up): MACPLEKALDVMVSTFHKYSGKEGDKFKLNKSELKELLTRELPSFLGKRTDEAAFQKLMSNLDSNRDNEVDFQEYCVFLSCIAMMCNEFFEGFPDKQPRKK
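Test system – S100A4 monomer (human) · Compound – single-point compound testing · Schedule – 5 min incubation before reading · Probe or stimulus – TAMRA-labelled myosin IIA heavy-chain peptide probe, 5 nM · Benchmarks – neutral control DMSO, positive control TFP · Medium – Calcium-containing HEPES buffer, pH 7.2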
LGR2 antag = blocks bursicon-induced cAMP signaling via Drosophila LGR2; HEK293 LGR2, CRE-luciferase, bursicon-stimulated, 4 h; inhibition, % at 9.99 µM; actives 0.35% (n = 380,000); AID 720647;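 active = drop in luminescence signal, shown as inhibition above about 50% in the replicate tests, limit read from the data, passing the limit was not always enough; inconclusive = probably only some replicates passing the limit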;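 note: agonist challenge used bursicon conditioned medium at about half maximal strength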
Xi reactivation = activators of X-chromosome reactivation in mouse fibroblasts. AID 743238. activation, % at 7.58 µM. actives 0.055% (n = 360,000). XiGFP mouse fibroblasts, % GFP-positive cells imaging, 3 d; cells co-treated with 5-aza-dC sensitizer; scaled so ellipticine positive control = 100%;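 active = mean normalized replicate activation at least 10% and every replicate at or above 10%; inconclusive = only one of the two criteria met; inactive = mean below 10% and not all replicates reach 10%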;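 note: 0% = median of on-plate neutral control wells and 100% = ellipticine 6 µM median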
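material = 68-5-11 XiGFP fibroblast line | medium = DMEM plus 5-aza-dC sensitizer | schedule = 3 days compound exposure | benchmarks = positive control ellipticine, 6 µM final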
Active calls of the source: *; ? = inconclusive; . = not tested or not shown; & = joins results of further samples; ! = a repeat was not active.

SMILES | Cneo AK release | SIRT5 inh | PGC1a acetyl inh | Statin myotox sup | ERAP1 HTS inh | S100A4 inh HTS | LGR2 antag | Xi reactivation
Cc1ccc(CNS(=O)(=O)c2ccc(-n3cccn3)cc2)cc1 | 13.9 | . | -2.0 | 1.3 | -1.3 | -2.7 | 12.5 | -0.2
O=C(COC(=O)c1ccc(O)cc1)Nc1cc(C(F)(F)F)ccc1Cl | . | -0.3 | . | . | 0.3 | -6.2 | -17.4 | 0.0
CCN1C(Nc2ccccc2)=NC[C@@H]1CC(C)C | 1.0 | 2.4 | 3.8 | -5.3 | 1.8 | -5.1 | 10.9 | 0.0
N#C/C(=C/c1cccs1)c1ccccn1 | . | -0.2 | . | . | 1.5 | -0.6 | -58.9 | 0.0
CCOc1ccc(CCNS(=O)(=O)c2ccc3c(c2)NC(=O)CC(=O)N3)cc1OCC | 0.4 | -1.4 | . | -4.7 | 0.9 | -7.6 | -33.0 | 0.4
CCc1cccc(OCC(=O)Nc2cc(S(=O)(=O)N3CCOCC3)ccc2N2CCCC2)c1 | 0.0 | 1.6 | . | 11.7 | -2.7 | -1.0 | -1.8 | 0.1
Cc1cc(C)nc(SCC(=O)Nc2ccccc2[N+](=O)[O-])n1 | 2.6 | . | 2.0 | -12.8 | . | . | -2.6 | .
CO[C@H]1O[C@H](CO)[C@@H](OC(=O)Nc2cccc(F)c2)[C@H](OC(=O)Nc2ccccc2)[C@H]1OC(=O)Nc1ccccc1 | 6.3 | -0.8 | 5.8 | . | 2.8 | 8.5 | . | .
Cc1cc(C)nc(NC(=O)c2cccs2)n1 | -3.9 | 1.0 | -8.1 | . | 0.3 | 4.2 | 11.1 | -0.3
O=C1CC(N2CCN(Cc3ccc4c(c3)OCO4)CC2)C(=O)N1c1ccccc1 (configuration not stated) | 0.4 | -0.3 | 6.5 | 0.3 | -2.7 | -1.1 | . | .

Record cards, as listed above.
Profile of CCN1C(Nc2ccccc2)=NC[C@@H]1CC(C)C → Cneo AK release = 1.0; SIRT5 inh = 2.4; PGC1a acetyl inh = 3.8; Statin myotox sup = -5.3; ERAP1 HTS inh = 1.8; S100A4 inh HTS = -5.1; LGR2 antag = 10.9; Xi reactivation = 0.0
Profile of O=C(COC(=O)c1ccc(O)cc1)Nc1cc(C(F)(F)F)ccc1Cl → Cneo AK release = .; SIRT5 inh = -0.3; PGC1a acetyl inh = .; Statin myotox sup = .; ERAP1 HTS inh = 0.3; S100A4 inh HTS = -6.2; LGR2 antag = -17.4; Xi reactivation = 0.0

The list continues.
SMILES | Cneo AK release | SIRT5 inh | PGC1a acetyl inh | Statin myotox sup | ERAP1 HTS inh | S100A4 inh HTS | LGR2 antag | Xi reactivation
C[C@H](CO)N1C[C@H](C)[C@H](CN(C)Cc2ccc(C(=O)Nc3ccccc3N)cc2)Oc2ccc(NC(=O)c3ccncc3)cc2CC1=O | 2.3 | 3.0 | -3.6 | -19.6 | -1.0 | -0.7 | -3.1 | 0.1
CCC(NC(=O)c1cc(COc2ccc(F)c(F)c2)on1)c1ccncc1 (configuration not stated) | 6.0 | -0.6 | -7.1 | 9.7 | 1.1 | 4.1 | -12.3 | 0.0
Cn1nccc1C(=O)N/N=C/c1ccccc1[N+](=O)[O-] | -2.8 | -5.5 | . | 3.9 | 0.7 | -3.2 | -47.9 | 0.0
COc1cc(-c2coc3c(C(=O)NCc4ccncc4)cccc23)ccc1O | -0.3 | -0.2 | . | -12.0 | -2.0 | 1.4 | -23.7 | 0.1
COc1cc(/C=N/N2CCCCC2)cc(OC)c1O | -0.4 | -5.6 | . | -3.0 | -1.3 | -62.1 | 4.0 | 0.1
Nc1ccn(C2OC(CO)C(O)C2F)c(=O)n1 (configuration not stated) | -0.1 | . | 11.7 | 2.2 | 4.0 | -7.1 | -12.6 | -0.3
O=C(C[C@H]1CC[C@@H]2[C@H](COC[C@@H](O)CN2C(=O)Cc2ccccc2)O1)NC1CCC1 | -2.8 | 3.0 | -0.2 | 11.5 | -7.0 | 3.3 | -18.9 | 0.2
CCN(C(=O)COc1ccc(F)cc1Br)c1c(N)n(Cc2ccccc2)c(=O)[nH]c1=O | 1.5 | -2.9 | 12.1 | 6.0 | 0.0 | -9.8 | 1.6 | 0.0
O=C(COC(=O)COc1ccc(Cl)cc1Br)NC1CCCCCC1 | -0.7 | 1.4 | 0.1 | 9.1 | -4.3 | -12.1 | 2.3 | 0.4
COCCN(C(=S)Nc1cccc(C)c1)C(C)c1cccnc1 (configuration not stated) | -2.6 | -4.0 | -10.2 | 15.4 | . | -2.9 | -5.9 | ?
C[C@H]1CN([C@@H](C)CO)C(=O)Cc2cc(NC(=O)CCN3CCOCC3)ccc2O[C@@H]1CN(C)CC1CCCCC1 | -5.4 | . | 4.7 | -12.3 | 0.2 | 2.2 | -23.5 | 0.0
Cc1cc(C)cc(OC(=O)c2cccnc2)c1 | -0.7 | 1.3 | -6.8 | -6.0 | -1.1 | -2.5 | -10.0 | 0.0
Cc1nn(CCC#N)c(NC(=O)c2ccccc2)c1P(=O)(Nc1ccc(Br)cc1)N1CCOCC1 (configuration not stated) | . | 0.3 | -7.0 | . | 2.5 | -12.2 | -13.3 | 0.2
COCC(=O)N1[C@H](CO)[C@H](c2ccc(-c3cccc(F)c3)cc2)[C@@H]1C#N | 2.2 | 1.4 | 9.9 | 11.6 | 2.5 | -11.7 | -2.1 | 0.2
CCC(=O)N1CC(=O)N2[C@@H](CO)[C@H](c3ccc(C#Cc4cccnc4)cc3)[C@@H]2C1 | . | -4.8 | -12.5 | . | 1.6 | 5.4 | -15.9 | 0.1
CCOC(=O)c1c(NC(=O)c2ccccc2N(C)S(=O)(=O)c2ccccc2)sc2c1CCCC2 | 1.1 | -4.7 | . | . | 10.1 | 5.3 | . | -0.1
Cc1ccc(-c2c[n+](CC(=O)Nc3cc(=O)n(C)c(=O)n3C)c3n2CCC3)cc1 | 0.5 | . | 15.4 | -15.9 | . | . | 17.2 | -0.1
CCCC(=O)Nc1cc2c3c(c1)C(C)C(=O)N3CCC2 (configuration not stated) | 1.4 | -5.3 | -0.1 | 3.0 | -1.0 | -1.8 | -10.8 | 0.8
CCNC(=O)C[C@@H]1CC[C@H]2[C@@H](COc3ccc(NC(=O)Nc4ccccc4C)cc3C(=O)N2C)O1 | -1.1 | -0.8 | 6.8 | 0.4 | -1.6 | -11.7 | -17.8 | 0.0
CN(CC(=O)NNC(=O)Cc1ccccc1F)S(=O)(=O)c1ccc(Cl)cc1 | 0.5 | -4.3 | . | -2.0 | 1.7 | 4.0 | 13.6 | -0.1
CCc1ccccc1OCC(=O)OCC(=O)c1c(N)n(C)c(=O)n(C)c1=O | . | -1.0 | . | . | -3.4 | 7.7 | -2.3 | 0.0
Cc1ccc([N+](=O)[O-])cc1N=Cc1ccc(Br)s1 | -0.9 | 0.5 | 5.3 | 9.5 | 1.2 | 2.2 | 0.4 | .
Cc1ccc(NC(=O)C(=O)NCCc2c[nH]c3ccccc23)cc1C | . | -10.2 | -3.4 | . | -7.0 | -0.8 | -6.6 | -0.1
CCc1ccccc1NS(=O)(=O)c1cccc2nsnc12 | -2.3 | 0.1 | . | 5.7 | -3.5 | -2.5 | 5.6 | 0.0
COc1ccc(COCC(CC(C)C)N2CCN(C(=O)c3cccc(C(F)(F)F)c3)CCC2=O)cc1 (configuration not stated) | -1.0 | 3.4 | -2.1 | 11.4 | -1.5 | 1.2 | 3.5 | -0.1
C[C@H]1CN([C@@H](C)CO)C(=O)Cc2cc(N(C)C)ccc2O[C@@H]1CN(C)Cc1ccccc1 | 0.0 | -2.3 | -2.7 | 19.6 | 1.0 | 7.0 | . | .
O=C(NNC(=O)c1ccncc1)NC1CCCCC1 | . | -4.4 | -0.3 | . | -3.3 | -0.6 | -6.8 | 0.0
CC1CCC2(CC1)NC(=O)N(CC(=O)N1CC(C)CC(C)C1)C2=O (configuration not stated) | -0.3 | -1.6 | 6.0 | -1.8 | 0.7 | -0.1 | -0.7 | 1.1
CN1CCN(c2ccc(CNS(=O)(=O)c3cccc(F)c3)cc2)CC1 | -0.7 | -0.7 | -2.0 | 13.1 | -5.8 | -1.7 | . | 0.0
Cc1ccc2c(c1)N(CC(=O)NC1CCCCC1)C(=O)c1cccnc1O2 | 2.7 | . | . | -6.6 | -6.8 | 0.8 | 15.4 | 0.0
Cc1nc(-c2cccc(NC(=O)c3ccc(-n4cccn4)cc3)c2)cs1 | -1.5 | 3.6 | . | -0.2 | 3.5 | 1.5 | -13.7 | 0.0
C=CCNC(=O)c1c(O)c2cccc3c2n(c1=O)CCC3 | -1.5 | 0.7 | 11.5 | -3.8 | -2.3 | 8.8 | 5.8 | 0.1
O=S(=O)(N[C@@H]1CC[C@@H](CCn2cc(-c3cccnc3)nn2)O[C@H]1CO)c1ccccc1 | 0.2 | 16.3* | -1.9 | -4.0 | -4.4 | 6.8 | 19.9 | -0.5
O=C(c1cccs1)N1CCN(C(=O)c2cn(-c3ccccc3)nc2-c2ccccc2)CC1 | -5.2 | 3.8 | -11.7 | 1.4 | 0.9 | -1.3 | -52.7 | 0.1
C/C=C/c1ccc([C@@H]2[C@H](CO)N(C(C)=O)C23CN(C(=O)c2ccc(F)cc2)C3)cc1 | . | 5.4 | -2.6 | . | -1.4 | 1.4 | -11.0 | 0.1
CC1(C)C2CCC1(CS(=O)(=O)N1CCC(C(=O)O)CC1)C(=O)C2 (configuration not stated) | 2.8 | -0.9 | -2.7 | -3.0 | 2.5 | -4.2 | 9.0 | 0.6
COC(=O)C1=C(C)C(c2cccs2)NC(=O)N1C (configuration not stated) | 0.8 | . | 2.3 | 25.8 | . | . | 6.5 | .
COc1ccc(SC[C@H](Cc2ccccc2)N2CCN(CCc3ccccc3)CCC2=O)cc1 | 2.2 | 5.0 | -40.8 | 23.5 | 13.2 | -1.0 | 4.1 | 0.1
CC1(C(=O)Nc2ccc(Cl)cc2)Cc2c(-c3cccc(C(F)(F)F)c3)ccnc2O1 (configuration not stated) | 8.2 | 0.4 | -0.1 | -3.7 | 6.5 | -13.9 | -9.2 | 0.0
C[C@@H]1CN([C@H](C)CO)C(=O)c2cc(NS(=O)(=O)c3ccccc3)ccc2O[C@@H](C)CCCCO[C@@H]1CN(C)Cc1ccc(Cl)c(Cl)c1 | -2.2 | 15.0*! | -11.3 | . | -3.2&-0.5 | -1.0&-5.0 | 23.5&3.3 | 0.1&0.2
CC(=O)c1ccc(NC(=O)c2ccc(N3CCCC3=O)cc2)cc1 | -1.7 | -6.7 | -1.9 | -24.9 | 0.1 | -0.8 | -9.3 | 0.2
O=C(O)C1=C[C@@H](c2csc3ccccc23)C[C@@H](OCc2ccc(CO)cc2)O1 | -9.4&-1.0 | -2.0&-2.6 | 4.4&-10.2 | 5.2 | -1.8&-0.7 | 3.0&-1.0 | . | 0.3
Cc1nnc(SCC(=O)N2CCOCC2)s1 | 0.1 | 0.5 | 2.9 | -15.7 | 1.5 | -0.8 | 13.6 | .
C[C@H](NC(=O)C[C@@H]1CC[C@@H]2[C@H](COC[C@@H](O)CN2C(=O)Nc2cc(Cl)cc(Cl)c2)O1)c1ccccc1 | -1.8 | -0.8 | -1.0 | -37.3 | -2.4 | 4.0 | -3.1 | 0.1

Bioassay records deposited in PubChem BioAssay by Broad Institute.

These rows are one share of the data. The share of hits here may be higher or lower than overall.
